HEK293 cAMP cs: qHTS Assay for Agonists of the Thyroid Stimulating Hormone Receptor: Activators of Intracellular cAMP Concentrations in Parental HEK 293. parental HEK293 CNG cAMP sensor, membrane potential fluorescence. Potency, µM (highest dose often 57.1 µM), without a hit: top-dose activation, most hits filed as activators. actives 2.5% (n = 73,000); note: potency is the fitted concentration of half-maximal effect; % of control where 0% means no effect; nearly all actives have a fitted effect of over 55% in size
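Counterscreen for endogenous-receptor signalling: CNG-channel HEK 293 cells report cAMP rise by membrane depolarization. After 60 min dye equilibration with 100 uM RO 20-1724, compounds incubated 30 min before bottom-read fluorescence at 590 nm.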
BRCT PPI green: qHTS Assay for Inhibitors of BRCT-Phosphoprotein Interaction (Green Fluorophore). AID 875, 2007. Potency, µM (doses to about 76.9 µM), inactives show at the top dose activity change, negative = inhibition, hits mostly inhibitors. actives 0.05% (n = 75,000). Breast cancer type 1 susceptibility protein (Homo sapiens), P38398. BRCA1 BRCT-phosphopeptide binding, green fluorescence polarization;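 note: potency is the fitted concentration of half-maximal effect; plate controls were peptide without protein for full effect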
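Compounds were incubated for 12 min at room temperature with a complex of 100 nM fluorescein-tagged pBACH1 decapeptide and 250 nM His-tagged BRCT protein. Buffer was phosphate pH 7.3 with EDTA, DTT and Tween 20. Disruption of binding lowers the polarization signal.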
Epigenetic mod: qHTS Assay for Epigenetic Modulators. AID 597, 2007. actives 0.09% (n = 68,000). mouse C127i GFP locus derepression, cytometry, 30 h. Potency, µM (titrated, usually from 46.1 µM), inactives show at the top dose GFP derepression (activation); note: % of control where 0% means no effect
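Derepression screen: silenced CMV-GFP reporter in murine C127i cells, 30 h compound incubation at 37 C, washed cells imaged by laser-scanning cytometer to enumerate GFP-expressing objects of 20 to 120 um.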
A350 autofl: qHTS Assay for Spectroscopic Profiling in A350 Spectral Region; Compound autofluorescence, 340/450 nm, Alexa 350 dye-equivalents; stronger effect = higher value; max dye-equivalent concentration, M; actives 11% (n = 59,000); AID 590, 2007; in the data active = max dye-equivalent concentration above about 10 nM; inconclusive = mostly about 1.1 nM to 9.6 nM
Fluorescein fluor: qHTS Assay for Spectroscopic Profiling in Fluorescein Spectral Region; max fluorescein-equivalent concentration, M; actives 0.91% (n = 59,000); Compound autofluorescence, 480/540 nm, fluorescein-equivalent; stronger effect = higher value; in the data active = max fluorescein-equivalent concentration above about 10 nM; inconclusive = between about 1.1 nM and that limit
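Compounds were pin-transferred into 100 mM Tris buffer, pH 8.0, and incubated 15 min at room temperature. Fluorescence was read at 480 nm excitation/540 nm emission. Signals were normalized to an on-plate six-point fluorescein standard curve as dye-equivalent concentration.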
BRCT inh red: qHTS Assay for Inhibitors of BRCT-Phosphoprotein Interaction (Red Fluorophore) | Breast cancer type 1 susceptibility protein (Homo sapiens), P38398 | actives 0.03% (n = 75,000) | Potency, µM (top dose mostly 76.9 µM), for inactives: at the top dose activity change, negative = inhibition, usual class: inhibitors | BRCT-phosphopeptide binding, red fluorescence polarization; note: % is set by controls: 0 for no effect and ±100 for the full control effect
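Rhodamine-labelled pBACH1 10-mer (100 nM) bound to BRCT domain (100 nM) at pH 7.3; compounds incubated 12 min room temperature, polarization read. Free peptide defines full inhibition; unlabelled decapeptide titrated as control.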
Casp7 inh: qHTS Assay for Allosteric/Competitive Inhibitors of Caspase-7; P55210; actives 0.02% (n = 75,000); recombinant caspase-7, Ac-DEVD-AFC fluorescence rate; Potency, µM (series often up to 57.5 µM), for the others: at the top dose activity change, negative = inhibition, hits mostly inhibitors; AID 889, 2007; active = well fitted inhibition curve with a large enough effect in the main read-out, with a control signal flat, not every such curve was filed as active; inconclusive = small, poorly fitted or top-dose-only effect, or a change in a side signal; note: potency is the fitted concentration of half-maximal effect; % of control where 0% means no effect
4MU fluor: qHTS Assay for Spectroscopic Profiling in 4-MU Spectral Region; max dye-equivalent concentration, M; compound autofluorescence, 340/450 nm, 4-MU equivalents; stronger effect = higher value; actives 11% (n = 59,000); in the data active = max dye-equivalent concentration above about 10 nM; inconclusive = mostly about 1.1 nM to 9.6 nM
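Compounds in 100 mM Tris, pH 8.0, incubated 15 min at room temperature, then fluorescence read at 340 nm excitation/450 nm emission. Signal converted to 4-MU dye-equivalent concentration using an on-plate six-point 4-MU standard curve.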
Ub-GFP proteasome: Ubiquitin-GFP Assay. Ubiquitin-GFP reporter cells, proteasome inhibition, GFP fluorescence; response scale: untreated = 0%, 10 µM MG-132 = 100%. Potency, µM (highest dose often 45.9 µM), for the others: at the highest dose activation (GFP accumulation), usual class: activators. 67,000 tested, under 10 active; active = well fitted activation curve with a large enough effect, not every such curve was filed as active; inconclusive = small, poorly fitted or top-dose-only effect, or another doubt; inactive = no such curve, though single readings can be large or run the other way; note: potency is the fitted concentration of half-maximal effect
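GFP accumulation read-out: laser plate cytometry counting ubiquitin(G76V)-GFP-expressing U2OS cells after 4 hr compound exposure at 37 °C. Titrations spanned 46 uM to 2.9 nM; 0% = basal, 100% = 10 uM MG-132; concentration-response curves fitted.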
USP2a inh: qHTS Assay for Inhibitors of Ubiquitin-specific Protease USP2a; Potency, µM (highest dose often 38.3 µM), inactives show at the top dose activity change, negative = inhibition, most hits filed as inhibitors; USP2a enzymatic assay, qHTS inhibition; actives 0.1% (n = 60,000); Ubiquitin carboxyl-terminal hydrolase 2 (Homo sapiens), O75604;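 note: potency is the fitted concentration of half-maximal effect; nearly all actives have a fitted effect of over 60% in size; plate controls were DMSO for no effect and NEM full inhibition control for full effect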
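20 nM USP2 core + cpd, 30 min RT; add 20 nM Ub-PLA2/20 uM NBD C6-HPC; read Ex460/Em535 at 0 h and 2.5 h. Normalized to NEM; qHTS curve fit/classification.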
Caspase-1 inhib: qHTS Assay for Allosteric/Competitive Inhibitors of Caspase-1. P29466. Caspase-1 enzyme, Ac-WEHD-AFC fluorogenic rate. Potency, µM (highest dose often 57.5 µM), without a hit: at the highest dose activity change, negative = inhibition, hits mostly inhibitors. actives 0.03% (n = 75,000);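 note: potency is the fitted concentration of half-maximal effect; plate controls were vehicle for no effect and no substrate for full effect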
Starred values were filed as active, the others as inactive; i = inactive; ? = inconclusive; · = not tested or not shown; & = joins results of further samples; [ ] = another dose, or the depositor's remark. Unless noted, calls come from the whole dose curve; as a rule, active = well fitted curve in the direction sought with a large enough effect; inconclusive = small, poorly fitted or top-dose-only effect, or another doubt; inactive = no such curve, though single readings can be large; an effect the other way counts as inactive or inconclusive. This is a subset, so the mix of outcomes need not match the whole.

SMILES | HEK293 cAMP cs | BRCT PPI green | Epigenetic mod | A350 autofl | Fluorescein fluor | BRCT inh red | Casp7 inh | 4MU fluor | Ub-GFP proteasome | USP2a inh | Caspase-1 inhib
CSc1ccc(Cl)c(C(=O)OCC(=O)N2CC(C)OC(C)C2)c1 (stereo not drawn) | 7% | -1.3% | 0% | ? | ? | -0.8% | -1% | ? | 0% | 5% | -2%
CC(=O)Nc1cn(C(C)=O)c(C)n1 | -4% | -0.5% | 4% | i | i | -0.1% | -1% | i | 4% | -2% | 2%
COc1ccc(CCNc2oc(Cc3ccccc3)nc2C#N)cc1OC | ? | -0.8% | 4% | i | i | -2.5% | -1% | i | 0% | 8% | -3%
Cc1ccc(C)c(OCCCCCn2ccnc2)c1 | ? | -0.7% | 0% | · | · | 0.4% | 0% | · | 0% | 5% | 1%
Nc1nonc1C(=O)NCCNCc1cc(Br)ccc1OCc1ccc(F)cc1 | 7% | 0.9% | 0% | 3.8e-08M* | i | 0.0% | -4% | 3.7e-08M* | 0% | 27% | 0%
NC(=O)COC(=O)c1cc(S(=O)(=O)N2CCOCC2)ccc1N1CCCCC1 | -1% | 2.1% | 4% | ? | ? | -0.3% | 1% | ? | 0% | 2% | -2%
COc1cc(CNC(=O)CCCCCCC(C)C)ccc1O | 30%&5% | -2.7%&-1.4% | -2%[9.22 µM] | i | ? | -0.1%&-1.1% | 1%&1% | i | 8%&-2% | -1% | 0%&2%
COC(=O)c1ccc(CSc2nc3c(cnn3-c3ccc(Cl)cc3)c(=O)[nH]2)o1 | -9% | -2.2% | 1% | i | i | 1.3% | 0% | i | -4% | 1% | -3%
O=C(NCc1ccccc1)[C@@H]1C[C@H]1[C@@H](NP(=O)(c1ccccc1)c1ccccc1)c1ccccc1 | ? | -1.0% | · | · | · | 0.8% | -1% | · | · | · | 1%
COC(=O)c1c(C)[nH]c(C(=O)C(C)Sc2nnc(-c3cc(OC)c(OC)c(OC)c3)o2)c1C (stereo not drawn) | 12% | -1.3% | -2% | i | ? | -1.2% | 1% | i | -4% | 14% | 1%
Cc1ccccc1-n1nc2c(c1NC(=O)c1cc3ccccc3oc1=O)CS(=O)(=O)C2 | -12% | -3.8% | 0% | i | i | -4.0% | -3% | i | 0% | 15% | -4%
COCCNCC#CCOc1ccc(OC)cc1 | -24% | 1.1% | 0% | i | i | -0.6% | -1% | i | -4% | -6% | 1%
CCOc1ccccc1NS(=O)(=O)c1cccs1 | 10% | 0.2% | -1% | 2.7e-08M* | ? | -0.5% | 0% | 2.6e-08M* | 2% | 5% | -2%
O=C(CN1C(=O)CCC1=O)Nc1ccc(Br)cc1 | -4% | -0.4% | 5% | i | ? | 0.0% | -1% | i | 2% | 5% | 0%
Cc1oc(-c2ccccc2F)nc1CN1CCC(C(=O)NCCC2=CCCCC2)CC1 | -6% | -0.8% | 9% | i | i | 0.7% | -1% | i | -3% | 19% | 2%
O=C(CNS(=O)(=O)c1ccccc1)NCc1ccccn1 | 8% | 0.2% | -5% | i | i | -1.5% | 0% | i | -2% | 4% | 1%
Cc1cnc(NC(=O)CSc2nnc(-c3ccccc3)n2Cc2ccccc2)s1 | ? | 1.2% | 1% | i | i | 0.5% | 0% | i | 0% | · | -4%
O=C(NCc1ccccn1)Nc1ccc(Cl)c(Cl)c1 | -12% | -2.3% | 0% | i | i | 0.9% | 0% | i | -4% | 9% | 0%
O=C(CCC(=O)c1ccc(F)cc1)OC1CCOC1=O (stereo not drawn) | -11% | 0.9% | -1% | i | i | 0.7% | -5% | i | -2% | 0% | 1%
Cc1cnc(C(=O)Nc2ccccc2-n2cccc2)cn1 | 13% | -1.9% | -4% | 1.1e-08M* | ? | 1.7% | 8% | ? | 0% | -2% | 1%
O=C(CCSc1nnc(-c2ccncc2)o1)Nc1ccc(Cl)cc1 | 10% | -2.2% | 1% | i | ? | -1.1% | 3% | i | 2% | 4% | -2%
CCN(CC)C1CCCCC1NS(=O)(=O)c1ccc(Cl)cc1 (stereo not drawn) | 0% | -0.4% | -2% | · | · | -0.5% | 0% | · | -6% | · | 2%
Cc1occc1C(=O)NCCCCNC(=O)c1ccoc1C | -37%[inhibitor] | -0.7% | 0% | ? | i | -0.3% | 1% | ? | 9% | -2% | 1%
CCCCn1c(SCC(=O)Nc2nnc(C)s2)nc2c1c(=O)n(C)c(=O)n2C | ? | -0.9% | 2% | i | i | -1.1% | 2% | i | 3% | · | -1%
Cc1nc2cnc(Oc3cccc(Cl)c3)nc2n(CCC#N)c1=O | ? | -0.2% | 0%[9.22 µM] | i | i | -0.7% | 0% | i | -4% | 2% | -1%
COc1ccccc1NC(=O)CSc1ccc2nnc(-c3ccncc3)n2n1 | -40%[inhibitor] | 1.0% | · | · | · | 1.3% | 0% | · | 11% | · | -3%
Cc1ccc(C(=O)Nc2ccccc2C(=O)NC2CCCCC2)cc1S(=O)(=O)N1CCOCC1 | 16µM* | 1.3% | 0% | i | i | -0.6% | 1% | i | -3% | 38%[activator] | 4%
CCC(C)NC(=O)c1ccccc1NC(=O)CN1C(=O)c2ccccc2S1(=O)=O (stereo not drawn) | 10% | 2.4% | 2% | · | · | -0.9% | 0% | · | -3% | · | -4%
O=C(NC1CCCC1)C(c1cccs1)N(C(=O)c1ccno1)c1ccccc1 (stereo not drawn) | 26% | -1.0% | 1% | i | ? | 0.8% | 0% | i | 1% | 24% | 1%
CCOc1ccccc1C(=O)Nn1c(C2CCC2)nc2ccccc2c1=O | ? | 1.8% | 0% | i | i | -1.6% | 1% | i | 1% | 20% | -1%
CN(C)C(=O)c1ccc(-c2nc(NC3CCNCC3)c3ccccc3n2)cc1 | -10% | -0.9% | 0%[9.22 µM] | i | i | -3.2% | -3% | i | -3% | 70%[activator] | 2%
Cc1ccc(NC(=O)c2cnn(-c3ccccc3)c2NC(=O)c2ccco2)cc1 | 2% | -0.3% | 0% | i | i | -2.6% | -1% | i | 3% | 62%[activator] | 0%
CC(C)(C)c1nnc2sc(SCC(=O)c3cccs3)nn2c1=O | -6% | 7.4% | -1% | i | i | 1.4% | -1% | i | 1% | 19% | -1%
NC(=NC1C2CC3CC(C2)CC1C3)Nc1ccc(I)cc1 (stereo not drawn) | 29% | -1.4% | 0% | · | · | -0.6% | 1% | · | 4% | · | 0%
CCOc1cc(-c2nc3cc(C)ccn3c2NCC2CCCO2)ccc1O (stereo not drawn) | -24% | 0.0% | -4% | 7.8e-08M* | ? | 1.4% | -6% | 6.8e-08M* | -1% | 8% | -7%
COc1cc2c(cc1OC)C1C(=O)c3ccc4c(c3OC1CO2)C=CC(C)(C)O4 (stereo not drawn) | · | -2.5%[3.08 µM] | · | · | · | 1.1% | -1% | · | · | 29% | -3%

In the list so far, these have an aryl methoxy group.
SMILES | HEK293 cAMP cs | BRCT PPI green | Epigenetic mod | A350 autofl | Fluorescein fluor | BRCT inh red | Casp7 inh | 4MU fluor | Ub-GFP proteasome | USP2a inh | Caspase-1 inhib
COc1ccc(CCNc2oc(Cc3ccccc3)nc2C#N)cc1OC | ? | -0.8% | 4% | i | i | -2.5% | -1% | i | 0% | 8% | -3%
COc1cc(CNC(=O)CCCCCCC(C)C)ccc1O | 30%&5% | -2.7%&-1.4% | -2%[9.22 µM] | i | ? | -0.1%&-1.1% | 1%&1% | i | 8%&-2% | -1% | 0%&2%
COC(=O)c1c(C)[nH]c(C(=O)C(C)Sc2nnc(-c3cc(OC)c(OC)c(OC)c3)o2)c1C (stereo not drawn) | 12% | -1.3% | -2% | i | ? | -1.2% | 1% | i | -4% | 14% | 1%
COCCNCC#CCOc1ccc(OC)cc1 | -24% | 1.1% | 0% | i | i | -0.6% | -1% | i | -4% | -6% | 1%
COc1ccccc1NC(=O)CSc1ccc2nnc(-c3ccncc3)n2n1 | -40%[inhibitor] | 1.0% | · | · | · | 1.3% | 0% | · | 11% | · | -3%
COc1cc2c(cc1OC)C1C(=O)c3ccc4c(c3OC1CO2)C=CC(C)(C)O4 (stereo not drawn) | · | -2.5%[3.08 µM] | · | · | · | 1.1% | -1% | · | · | 29% | -3%

Screens (PubChem)
